High-throughput results from PubChem BioAssay.
V1aR counter: activates human V1a receptor in oxytocin agonist counter-screen. activation, % at 3 µM. CHO-V1R cells, Fluo-8 calcium fluorescence, agonist mode; 0% DMSO, 100% 3 nM vasopressin. AID 2797. P37288. 320,000 compounds, 0.25% hits;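 active means activation above the mean activation of all tested compounds plus 3 SD, per screening run, cut at about 20% in these data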;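 further: signal is peak over basal fluorescence ratio across a 100 second FLIPR read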
Target sequence (P37288 whole entry, looked up): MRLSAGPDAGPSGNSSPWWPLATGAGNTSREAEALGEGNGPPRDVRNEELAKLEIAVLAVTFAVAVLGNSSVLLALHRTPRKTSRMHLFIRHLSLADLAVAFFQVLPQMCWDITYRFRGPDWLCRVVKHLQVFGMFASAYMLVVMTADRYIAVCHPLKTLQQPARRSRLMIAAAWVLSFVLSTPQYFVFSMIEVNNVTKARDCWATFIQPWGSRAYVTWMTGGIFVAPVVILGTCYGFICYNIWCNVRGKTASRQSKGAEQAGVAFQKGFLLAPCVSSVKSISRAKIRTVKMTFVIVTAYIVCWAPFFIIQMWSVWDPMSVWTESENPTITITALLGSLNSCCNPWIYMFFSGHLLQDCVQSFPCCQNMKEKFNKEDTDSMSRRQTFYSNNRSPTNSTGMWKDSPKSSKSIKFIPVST
CHRM1 agonist: activates human CHRM1 receptor. CHO-K1 hM1, Fluo-8 calcium fluorescence, agonist mode; 0% DMSO, 100% acetylcholine EC100. activation, % at 3 µM. 360,000 compounds, 0.33% hits. AID 588814;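 active means activation above the run's mean compound activation plus 3 SD, cut at about 16% in these data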;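 further: peak over basal fluorescence ratio within a 140 s kinetic read after compound addition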
CHO parental Ca: counter-screen: ATP calcium response change in parental CHO cells | parental CHO-K1, ATP-induced calcium, Fluo-8 fluorescence | inhibition, % at 5.6 µM | 330,000 compounds, 0.63% hits | AID 463079;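 active means inhibition above that plate's mean sample inhibition plus 3 SD, cut at about 26% in these data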;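 further: 0% = ATP-challenged DMSO wells and 100% = DMSO wells without ATP; some compounds past the cut are filed as inactive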
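Assay system: parental CHO cells; Read-out basis: percent inhibition of ATP-evoked calcium rise, normalized to controls; Benchmarks: ATP and no-ATP DMSO wells; Compound dosing: single nominal dose of 5.6 µM per compound; Signal: Fluo-8 calcium dye fluorescence; Also added: ATP as calcium-mobilizing challenge; Repeats: singlicate.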
TAAR1 agonist: agonists of human TAAR1; 360,000 compounds, 0.99% hits; CHO RD-HGA16 TAAR1, Fluo-8 calcium fluorescence; vehicle wells 0%, saturating PEA agonist 100%; Q96RJ0; activation, % at 3 µM;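 active means activation above the mean activation of all test compounds in the run plus 3 SD, cut at about 38% in these data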
Target sequence (Q96RJ0 whole entry, looked up): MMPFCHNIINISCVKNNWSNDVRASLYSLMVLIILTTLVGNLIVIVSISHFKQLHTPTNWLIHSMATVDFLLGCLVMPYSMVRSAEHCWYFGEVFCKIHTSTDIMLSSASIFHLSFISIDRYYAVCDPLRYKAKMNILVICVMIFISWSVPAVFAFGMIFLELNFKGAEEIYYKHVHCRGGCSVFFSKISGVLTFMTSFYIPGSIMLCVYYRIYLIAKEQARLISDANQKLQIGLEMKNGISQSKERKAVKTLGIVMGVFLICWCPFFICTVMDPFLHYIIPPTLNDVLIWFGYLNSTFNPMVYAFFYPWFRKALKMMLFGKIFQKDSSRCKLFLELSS
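Benchmarks: low control DMSO, high control PEA (EC100); System: CHO RD-HGA16 cells carrying human TAAR1 plus Gα16; Detection: Fluo-8 fluorescence, 5 s baseline then 140 s kinetic read; Schedule: 17-24 h plating, Fluo-8 75 min 37 °C, 30 min RT; Read-out basis: % activation from peak over basal fluorescence ratio, DMSO-to-PEA scaled.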
TAAR1 antag: antagonists of human TAAR1. Q96RJ0. CHO RD-HGA16 TAAR1, Fluo-8 calcium fluorescence, antagonist. inhibition, % at 3 µM. 360,000 compounds, 1.5% hits. AID 624466;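 active means inhibition above a per-plate cutoff, the mean inhibition of test compounds on that plate plus 3 SD, cut at about 49% in these data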;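 further: 0% = DMSO plus EC80 beta-PEA response and 100% = DMSO alone without agonist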
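System: CHO RD-HGA16 cells bearing hTAAR1. Reagent: EC80 β-phenethylamine stimulus. Schedule: seeding 17-24 h prior, 75-min 37 °C, 30-min RT dye loading. Signal: Fluo-8 intracellular calcium dye fluorescence, real-time kinetic reads. Read-out: % inhibition from peak post-agonist over basal fluorescence ratio. Benchmarks: vehicle wells and EC80 agonist wells. Replicates: n of 1.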
M1 antag: blocks human M1 muscarinic receptor | P11229 | CHO-K1 hM1, Fluo-8 calcium fluorescence, ACh EC80 antagonist | inhibition, % at 3 µM | 360,000 compounds, 1.3% hits;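 active means percent inhibition above its own plate's cutoff, namely the mean of that plate's compound wells plus 3 SD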;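 further: peak over basal fluorescence ratio during 140 s after agonist addition; 0% = ACh EC80 plus DMSO and 100% = DMSO alone without agonist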
OXTR potentiate: potentiates the human oxytocin receptor response; 320,000 compounds, 0.061% hits; activation, % at 3 µM; CHO-OTR cells, Fluo-8 calcium fluorescence, potentiator mode; 0% = oxytocin EC15, 100% = EC100; P30559;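 active means activation above that plate's cutoff, the mean activation of tested compounds plus 3 SD, cut at about 6.6% in these data, passing the limit was not always enough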;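 further: 100% uses oxytocin at 75 nM as the full agonist control; some results filed as inactive read as strong as hits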
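Assay system: CHO cell line stably expressing human OTR | Also added: Oxytocin at about EC15, sub-maximal agonist stimulus | Times: Compound 6 min at room temperature before oxytocin, 100 s read | Measured by: Fluo-8 intracellular calcium fluorescence, ex 470-495, em 515-575 nm | Controls: EC15 oxytocin alone as 0%, 75 nM oxytocin as 100%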
CHRM1 PAM: potentiates human M1 receptor response to acetylcholine | P11229 | CHO-K1 hM1, Fluo-8 calcium fluorescence, ACh EC20; 0% = ACh EC20, 100% = maximal ACh | activation, % at 3 µM | 360,000 compounds, 0.088% hits | AID 588819; in the data active means activation above about 19%, passing the limit was not always enough
OXTR agonist: human OXTR agonism. P30559. CHO-OTR cells, Fluo-8 calcium fluorescence; normalized: DMSO 0%, oxytocin 100%. activation, % at 3 µM. 320,000 compounds, 0.32% hits. AID 2435;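 active means activation above the mean of all tested compounds plus 3 SD, cutoff set per screening run, cut at about 20% in these data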;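 further: peak over basal fluorescence ratio from a 100 s FLIPR kinetic read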
* = called active by the depositor; x = not tested or not shown.

SMILES	V1aR counter	CHRM1 agonist	CHO parental Ca	TAAR1 agonist	TAAR1 antag	M1 antag	OXTR potentiate	CHRM1 PAM	OXTR agonist
CN(C)N1C(N)=C(C#N)C(c2cccs2)C2=C1CC(C)(C)CC2=O (stereo not given)	0.1	-7	-18	8	5	17	3	-14	-1.0
Cc1ccc(C)c(OCC(=O)O/N=C(\N)c2cccc([N+](=O)[O-])c2)c1	0.6	-1	-16	3	-34	-9	-9	9	-0.5
CCOC(=O)C(NC(=O)CC)(Nc1ccc(S(=O)(=O)Nc2ncccn2)cc1)C(F)(F)F (stereo not given)	2.2	-1	-9	5	12	-3	-9	6	0.9
CC(NC(=O)c1cccs1)C(=O)NC1=NCCS1 (stereo not given)	0.0	-5	-6	4	-18	6	3	-8	0.8
CCC(C)(C)NC(=O)C(c1ccc(OC)cc1)N(Cc1cccs1)C(=O)CCC(=O)Nc1cc(C)on1 (stereo not given)	-1.2	-4	-22	0	9	-37	-11	5	-2.2
COCCNC(=O)c1nn2cccnc2c1Cl	0.1	-3	1	11	-2	7	-2	-2	0.6
Cc1ccc(-c2nn(-c3ccccc3)cc2C(=O)Nc2cccc(S(=O)(=O)NC3=NCCC3)c2)cc1	x	-4	x	6	46	11	x	0	x
Cn1c(=O)[nH]c(=O)c2c1nc(SCCN1CCOCC1)n2Cc1ccccc1	1.2	-6	-7	12	2	-16	-6	1	-1.1
c1cc(-c2ccsc2)n2cnnc2c1	x	0	x	3	-2	8	x	-3	x
Cc1cc(N(C)Cc2ccccc2)nc(-c2ccccc2)n1	-0.6	-3	-32	10	-7	5	-7	1	-1.9
COc1cc(C(=O)OC2CC3CCC2(C)C3(C)C)ccc1OC(C)=O (stereo not given)	-1.2	0	-7	-1	-20	-8	-8	3	-1.1
CCc1nc2c(OCCOc3ccccc3)cccn2c1N(C)C(=O)c1ccc(C)cc1	x	-9	x	-1	-6	44*	x	-32	x
CC[C@]12c3[nH]c4ccc(OC)cc4c3CCN1C(=O)C(CC(=O)NCCc1ccccn1)C[C@@H]2C(=O)N1CCN(C(=O)C2CC2)CC1 (stereo not given in full)	x	-3	-7	28	-33	-13	x	7	x
CN(CC(=O)Nc1ccc(OC(F)(F)F)cc1)C(=O)Cc1c(Cl)cccc1Cl	4.5	-4	-4	-1	-8	-2	-12	6	1.9
O=C(NN=C1CCCCC1)c1ccccc1-n1cccc1	0.3	-4	-15	2	-30	7	-11	2	-0.2
COc1cc(CNC(=O)Nc2nc(C(N)Cc3ccc(C(F)(F)F)cc3)cs2)cc(OC)c1OC (stereo not given)	x	-8	x	5	6	-2	x	1	x
CCN1C(=O)c2cccc3c(S(=O)(=O)Nc4nc(C)cs4)ccc1c23	4.2	0	-24	x	x	-37	-7	5	3.0
CCn1c(=O)n(CC(=O)N2CCN(c3ccccc3F)CC2)c(=O)c2ccccc21	0.2	-5	-13	2	13	-10	0	-5	0.4
Cc1nc2ccccc2c(=O)n1NC(=O)c1ccccc1Br	0.0	-3	0	-1	-11	-9	3	14	-0.8
Cc1cc(=O)oc(C)c1C(=O)NCc1ccccn1	0.2	-5	-3	17	-17	-8	2	4	0.7
COc1ccc(-c2nnc(SCC(=O)N3c4ccccc4Sc4ccccc43)o2)cc1	0.6	-3	-17	0	0	-25	-7	2	-0.7
CCc1cccc(NC(=O)CS(=O)Cc2nc(-c3ccc(C)cc3)oc2C)c1 (stereo not given)	-1.7	-3	-14	2	-7	-14	-1	1	-1.7
CCn1c(=O)n(CC)c2cc(S(=O)(=O)Nc3c(C)cccc3C)ccc21	-1.3	-4	-9	0	2	-13	-7	8	-1.3
CC(=O)NC(c1cccs1)c1cc(F)c2cccnc2c1O (stereo not given)	1.3	-8	-4	7	-14	-6	-1	8	0.8
COc1ccccc1CNC(=O)COC(=O)CSc1ccc(F)cc1	0.6	5	-4	-1	9	-1	-2	15	-1.4
COC(=O)C1CCN(S(=O)(=O)CCNC(=O)c2cccc(OC)c2)CC1	-0.8	0	-5	0	-20	-14	2	16	-0.5
COC(=O)c1ccc(NC2c3ncccc3C(=O)N2Cc2cccs2)cc1 (stereo not given)	0.4	-4	4	1	16	9	-3	-9	-0.2
O=C(CN1CCN(c2ccc(O)cc2)CC1)NC1CCCc2ccccc21 (stereo not given)	2.5	x	-15	7	-1	x	-1	x	3.8
CC(C)OC(=O)/C(=C/c1ccc(Br)cc1)NC(=O)c1ccco1	0.6	-3	-22	1	0	-3	-1	11	-1.5
CCOC(=O)N1CCC(NC(=O)c2ccc(CS(=O)(=O)c3ccccc3C)o2)CC1	0.0	0	0	2	-2	19	-3	-12	-0.5
Cc1ccc2nc3c(cc(S(=O)(=O)c4ccccc4)c(=N)n3C3CCCC3)c(=O)n2c1	x	-2	x	3	-10	-14	x	21	x
Cc1ccc(S(=O)(=O)N2CCN(C(=O)N(c3ccccc3)c3ccccc3)CC2)cc1	-1.0	-4	-18	2	5	5	-8	-2	-1.4
CC(C)(C)OC(=O)N1Cc2ccccc2C[C@H]1C(=O)NCC(=O)Nc1ccc2c(c1)OCCO2	0.5	-3	-19	3	-22	-3	-6	3	0.0
CC1(C)Cc2c(sc(NC(=O)C(=O)N3CCOCC3)c2C#N)CO1	0.0	-2	-3	3	-22	-8	1	7	0.0
CSCCC(NC(=O)c1ccc(Cl)cc1Cl)C(=O)NCc1ccccn1 (stereo not given)	0.0	-3	-13	0	-24	-12	-2	7	-1.1
CC(Oc1ccc2c(-c3ccccc3)cc(=O)oc2c1)C(=O)NCCCn1ccnc1 (stereo not given)	1.0	-12	-19	2	7	-9	0	2	2.0
COc1cc(CC(NC(C)=O)C(=O)NC2CCN(c3nc(C)cc(C)c3C#N)CC2)cc(OC)c1 (stereo not given)	-0.3	-1	-8	4	-6	2	-2	4	1.1
Cc1cc(=O)[nH]c2c(C)c(Cl)ccc12	-0.2	x	2	x	x	x	3	x	1.0
CCOC(=O)CCNC(=O)N1CCCC(CNS(=O)(=O)Cc2ccccc2)C1 (stereo not given)	0.2	-5	-4	2	-3	-7	-7	7	-0.7
CN(C[C@H](CC1CCCCC1)N(C[C@H](Cc1ccccc1)N(CCc1ccccc1)N=O)N=O)N=O	1.0	-3	-27	22	10	-10	-13	2	0.4

2 records picked at random from the list so far:
SMILES	V1aR counter	CHRM1 agonist	CHO parental Ca	TAAR1 agonist	TAAR1 antag	M1 antag	OXTR potentiate	CHRM1 PAM	OXTR agonist
c1cc(-c2ccsc2)n2cnnc2c1	x	0	x	3	-2	8	x	-3	x
Cc1ccc2nc3c(cc(S(=O)(=O)c4ccccc4)c(=N)n3C3CCCC3)c(=O)n2c1	x	-2	x	3	-10	-14	x	21	x

The list continues:
SMILES	V1aR counter	CHRM1 agonist	CHO parental Ca	TAAR1 agonist	TAAR1 antag	M1 antag	OXTR potentiate	CHRM1 PAM	OXTR agonist
COc1ccc(C2CCCCC2SCC(=O)O)cc1OC (stereo not given)	x	0	x	1	0	-17	x	8	x
Cc1cc(N/N=C/c2ccc(O)cc2)nc(NS(=O)(=O)c2ccccc2)n1	0.9	-7	-7	-2	4	-3	3	8	1.2
COc1ccc(CN2CCN(C(=O)CC(C)C)CC2)cc1Br	0.8	-5	-8	1	-8	-20	0	14	-0.3
COc1ccc(C(c2sc3nc(C)nn3c2O)N2CCN(CCO)CC2)cc1OC (stereo not given)	0.9	-3	-4	0	-3	-12	-2	3	0.1
COc1ccc(OC)c(S(=O)(=O)N(C)CC(=O)N2CCCCC2)c1	-0.3	-1	-7	0	-6	-9	1	10	-0.6
COc1ccc(C(=S)N2CCCC2)cc1Br	0.3	-3	-2	3	-12	-14	-3	9	-1.1
O=C(CCC(=O)c1cccs1)NCc1ccc(Cl)cc1	-0.5	-4	-17	11	-4	-4	-10	1	-1.7
COc1ccc(N2C(S)=C(C#N)C(=O)NC2c2ccc(OC)c(OC)c2)cc1 (stereo not given)	0.4	-4	-12	0	-20	-4	-2	3	0.8
CC(C)N(C(=O)COC(=O)c1cccc(S(=O)(=O)N2CC3(C)CC2CC(C)(C)C3)c1)C(C)C (stereo not given)	x	-5	x	0	-6	10	x	-10	x
CCCCN(C)CCNC(=O)c1nn(-c2ccc(OC)cc2)c(=O)c2c1c1ccccc1n2C	0.3	-11	-15	10	-9	3	-6	-2	-0.4
COc1cc(Br)cc(/C=N/NC(=O)Cc2ccc(C(F)(F)F)cc2[N+](=O)[O-])c1O	0.7	-4	-10	-2	-18	12	-3	-7	1.4
N#Cc1cnn(-c2nc3sc4c(c3c(=O)[nH]2)CCCC4)c1N	-0.1	0	12	11	8	-2	-8	7	0.3
CCC(=O)N1CCc2cc(S(=O)(=O)NCCC(=O)NCc3ccccc3OC)ccc21	-0.5	-2	-7	-1	-21	-3	-6	-1	-1.2
O=C(Nc1cccc(NC(=O)C2CC3CCCC(C2)C3=O)n1)C1CC2CCCC(C1)C2=O (stereo not given)	0.3	-1	-10	12	14	8	-1	-10	-0.8
COc1cc2nc(/C=C/c3cc(OC)c(OC)c(OC)c3)sc2cc1SC	-0.7	-3	-39	0	-11	-8	-6	7	-1.5
COc1ccc(Cl)cc1NC(=O)CCn1c(=O)oc2ccccc21	-0.3	0	-6	2	-22	-15	-5	8	1.6
O=C(O)c1cc(=O)c2c(Cl)cc(Cl)cc2[nH]1	0.4	0	-2	0	3	-23	-7	5	-0.3
CCCN(CCC)Cc1c(C(=O)N/N=C/c2ccc(C)o2)nnn1-c1nonc1N	0.6	-3	-24	0	-9	-8	-5	3	0.7
CN1CCN(C(=O)CNC(=O)C23CC4CC(CC(C4)C2)C3)CC1	1.2	-3	-8	8	-12	13	-8	-4	0.5
Cc1ccc(Cl)c(OCC(=O)Nc2ccccc2N2CCCCC2)c1	0.2	-2	-20	-1	-2	20	2	-9	-0.8
O=[N+]([O-])c1cc(-c2nnc(C34CC5CC(CC(C5)C3)C4)o2)cc([N+](=O)[O-])c1	0.1	-5	-3	2	10	-5	-1	8	-0.1
CCN(CC)C(=O)C1=C(C)N(Cc2ccc(OC)cc2)C(=O)C(CC(=O)NC2CCCCC2)C1 (stereo not given)	x	-5	x	2	-8	-12	x	4	x
Cc1ccc(-c2csnn2)cc1	0.4	-6	-4	-2	-18	0	-8	2	-0.8
CN(NC(=S)Nc1ccc(OC(F)F)cc1)C(=S)Nc1ccc(OC(F)F)cc1	1.8	-5	2	7	-6	-8	-11	10	0.0
CCCCN(C(=O)C1CC(=O)N(c2ccc3c(c2)OCCO3)C1)c1c(N)n(CCCC)c(=O)[nH]c1=O (stereo not given)	0.1	-2	-5	0	-15	5	-7	7	-1.5
